Screening data deposited in PubChem by The Scripps Research Institute Molecular Screening Center.
GPR151 ag: activators of human GPR151, primary screen, cell-based, PathHunter beta-arrestin, luminescence. G-protein coupled receptor 151 (Homo sapiens), Q8TDV0. PathHunter beta-arrestin GPR151 cells. activation, % at 11.2 µM. hit rate 1% among 650,000; in the data active = activation above about 4.9%;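 also: 0% = median of compound wells and 100% = cells with positive control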
Starred values were filed as active, the others as inactive.

The first two compounds, ahead of the listing:
SMILES	GPR151 ag
CO[C@H]1CN(c2ccc(C#CC3(O)CN4CCC3CC4)c(Cc3ccccc3)n2)C[C@H]1O (stereo not given in full)	0.0
O=C1O[C@@H](CO)CN1c1cc(F)c(C2=CCN(Cc3ccccc3)CC2)c(F)c1	0.5

The whole of this part, repeating the preview:
SMILES	GPR151 ag
CO[C@H]1CN(c2ccc(C#CC3(O)CN4CCC3CC4)c(Cc3ccccc3)n2)C[C@H]1O (stereo not given in full)	0.0
O=C1O[C@@H](CO)CN1c1cc(F)c(C2=CCN(Cc3ccccc3)CC2)c(F)c1	0.5
Cc1nn(Cc2ccccc2)c(Cl)c1C(=O)NC1CCCCCC1	7.4*
O=C1O[C@H](COc2ccon2)CN1c1cc(F)c(C2=CCN(Cc3ccccc3)CC2)c(F)c1	-1.2

Looked up above.
Result of O=C1O[C@H](COc2ccon2)CN1c1cc(F)c(C2=CCN(Cc3ccccc3)CC2)c(F)c1 in GPR151 ag: -1.2
Result of CO[C@H]1CN(c2ccc(C#CC3(O)CN4CCC3CC4)c(Cc3ccccc3)n2)C[C@H]1O (stereo not given in full) in GPR151 ag: 0.0

Some of the compounds tested. The share of hits here may be higher or lower than overall.
